# ERK EGF block = inhibitors of EGF-stimulated ERK signaling pathway. HEK293-V1b, EGF-stimulated phospho-ERK AlphaScreen. Potency, µM (titrated, usually from 11.5 µM), for the others: at the highest dose activity change, negative = inhibition, hits mostly inhibitors. 130,000 compounds, 0.41% hits; active = well fitted inhibition curve with a large enough effect; inconclusive = small, poorly fitted or top-dose-only effect, or effect the other way;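 also: plate controls were stimulated vehicle wells for no effect and unstimulated vehicle basal for full effect; nearly all actives have a fitted effect of over 55% in size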
#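 Phospho-ERK1/2 measured by AlphaScreen (SureFire) after 5 min 25 nM EGF stimulation of V1b-expressing HEK293 cells preincubated 30 min at 37C with titrated compounds; data scaled to DMSO and EGF controls, Hill-fitted AC50.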
# The depositor's hits bear a star; ? = inconclusive; & = joins results of further samples; [ ] = dose if it differs, or a comment. Potency is read from the fitted curve at half-maximal effect.
SMILES,ERK EGF block
CCO[C@H]1OC(C(=O)O)=C[C@@H](c2ccc3c(c2)OCO3)[C@@H]1CCCO,-9%[57.5 µM]
CC1(C)Cc2c(c(N3CCOCC3)nc3sc4c(NCC5CCCO5)nnnc4c23)CS1 (stereo not drawn),2%[57.5 µM]
Cc1ccc(S(=O)(=O)CCC(=O)NCc2ccccc2Cl)cc1,2%
COC(=O)c1ccc(C23CC4(C2)[C@H](CN(Cc2ccc(C(F)(F)F)cc2)[C@@H]4c2ccccc2)C3c2ccc(Cl)nc2)cc1 (stereo partly drawn),6%
Cc1nnc(-c2ccco2)c2cn(-c3cccc(Br)c3)nc12,-1%
COc1ccccc1N(CC(=O)NCC1CCCO1)C(=O)Cn1nnc(-c2cccs2)n1 (stereo not drawn),-3%
COc1cccc(-c2nc(N)nc(SC)c2C#N)c1,2%[57.5 µM]
CN(C)S(=O)(=O)c1cccc(NC(=O)COC(=O)/C=C/c2ccco2)c1,5%
COc1cccc([C@@H]2Oc3ccc(Br)cc3C(=O)[C@H]2OC(=O)NCCOc2ccccc2)c1,-11%
COc1ccc(CN(C(=O)c2cccc(OC)c2)C2CCS(=O)(=O)C2)cc1 (stereo not drawn),5%[57.5 µM]
O=C1COc2ccc(S(=O)(=O)N3CCc4ccccc43)cc2N1,0%[57.5 µM]
Cc1ccc(C)c(CSc2nnc(C)c(=O)[nH]2)c1,3%
CCOc1ccc2[nH]cc(S(=O)(=O)c3ccc(Cl)cc3)c(=O)c2c1,4%
C#CCOCCOCCOCCNc1nc(N2CCN(C(=O)[C@H](Cc3cc4ccccc4[nH]3)n3cc([C@@H](N)Cc4ccc(O)cc4)nn3)CC2)nc(N2CCN(C(=O)[C@H](Cc3cc4ccccc4[nH]3)n3cc([C@@H](N)CC(C)C)nn3)CC2)n1,-13%[57.5 µM]
COc1ccc(/C=N/NC(=O)c2cccc(NC(=O)c3ccc(F)cc3)c2)c(C(=O)O)c1OC,-9%

# Random excerpt: 7 compounds from above, in no set order.
SMILES,ERK EGF block
COc1ccc(/C=N/NC(=O)c2cccc(NC(=O)c3ccc(F)cc3)c2)c(C(=O)O)c1OC,-9%
C#CCOCCOCCOCCNc1nc(N2CCN(C(=O)[C@H](Cc3cc4ccccc4[nH]3)n3cc([C@@H](N)Cc4ccc(O)cc4)nn3)CC2)nc(N2CCN(C(=O)[C@H](Cc3cc4ccccc4[nH]3)n3cc([C@@H](N)CC(C)C)nn3)CC2)n1,-13%[57.5 µM]
COc1ccccc1N(CC(=O)NCC1CCCO1)C(=O)Cn1nnc(-c2cccs2)n1 (stereo not drawn),-3%
COC(=O)c1ccc(C23CC4(C2)[C@H](CN(Cc2ccc(C(F)(F)F)cc2)[C@@H]4c2ccccc2)C3c2ccc(Cl)nc2)cc1 (stereo partly drawn),6%
COc1ccc(CN(C(=O)c2cccc(OC)c2)C2CCS(=O)(=O)C2)cc1 (stereo not drawn),5%[57.5 µM]
CCO[C@H]1OC(C(=O)O)=C[C@@H](c2ccc3c(c2)OCO3)[C@@H]1CCCO,-9%[57.5 µM]
Cc1nnc(-c2ccco2)c2cn(-c3cccc(Br)c3)nc12,-1%

# Going on with the list:
SMILES,ERK EGF block
Cn1cc(Cl)c(-c2n[nH]c(=S)n2-c2ccc(F)cc2)n1,6%
c1cncc(CNc2nc(-c3ccc4c(c3)OCO4)nc3ccccc23)c1,16%
COc1cc(OC)cc(C(=O)NCC(=O)OCC(=O)c2ccc3c(c2)-c2ccccc2C3)c1,9%
CCOc1ccc(N(CC(=O)NCC2CCCO2)S(=O)(=O)c2ccc(OC)c(OC)c2)cc1 (stereo not drawn),4%
CC(=O)OC1CC[C@@]2(C)C3CC[C@@]4(C)C(CC5O[C@@]6(CCC(C)CO6)C(C)C54)C3CC[C@@H]2C1 (stereo partly drawn),9%
CCOC(=O)C1=NN(C(C)=O)C2C(=O)N(CC)C(=O)C12 (stereo not drawn),5%[57.5 µM]
CCOc1ccc(Nc2nc(Cc3nnc(SCC(=O)N(CC)CC)n3C)cs2)cc1,11%
CCCN(CCC)S(=O)(=O)c1ccc(Cl)c([N+](=O)[O-])c1,-11%
CCC1Oc2ccc(C)cc2N(CC(=O)N(Cc2ccc(C)o2)C2CC(C)(C)NC(C)(C)C2)C1=O (stereo not drawn),8%
COc1cc(SC)ccc1C(=O)Nc1ccc(C)cc1C,-1%
Cc1ccc(C)c(-n2ccnc2SCC(N)=O)c1,0%
Cc1ccc(S(=O)(=O)N2C(=O)/C(=C3\SC(=S)NC3=O)c3ccccc32)cc1,1%[57.5 µM]
CCCC/C=C/C(NC(=O)c1ccc(C(F)(F)F)cc1)c1ccccc1 (stereo not drawn),1%
COC(=O)c1ccc(CSc2nnc(-c3ccc4c(c3)OCO4)n2-c2ccccc2)o1,0%
COc1cccc(NC(=S)N2CCCC2c2ccc(OC)c(OC)c2)c1 (stereo not drawn),-5%[57.5 µM]

# Molecules above that contain an aryl thioether with sulfur outside any ring:
SMILES,ERK EGF block
COc1cccc(-c2nc(N)nc(SC)c2C#N)c1,2%[57.5 µM]
Cc1ccc(C)c(CSc2nnc(C)c(=O)[nH]2)c1,3%
CCOc1ccc(Nc2nc(Cc3nnc(SCC(=O)N(CC)CC)n3C)cs2)cc1,11%
COc1cc(SC)ccc1C(=O)Nc1ccc(C)cc1C,-1%
Cc1ccc(C)c(-n2ccnc2SCC(N)=O)c1,0%
COC(=O)c1ccc(CSc2nnc(-c3ccc4c(c3)OCO4)n2-c2ccccc2)o1,0%

# Remaining list, next part:
SMILES,ERK EGF block
Clc1ccc(-c2cn(-c3ccc(Cl)cc3)c3[n+]2CCCCC3)cc1,3%[57.5 µM]
CCCCNC(=O)/C=C/c1ccc(S(=O)(=O)Nc2ccc(OC)cc2)cc1,0%
CCC(C)C(=O)Nc1cc([N+](=O)[O-])ccc1Cl (stereo not drawn),-4%
CCN(CC)S(=O)(=O)c1ccc(NC=C(C#N)C#N)cc1,11%[57.5 µM]
Cc1n[nH]c(=S)n1-c1ccc(Cl)cc1,-2%
Cc1ccc([N+](=O)[O-])c(OCCN2C(=O)NC(C)(C)C2=O)c1,27%
CCC(=NCCc1c(C)[nH]c2ccccc12)C1=C(O)CC(c2ccccc2)CC1=O (stereo not drawn),8%
COc1ccc(/C=N/OCC(=O)N2CCCC2)c(OC)c1,-1%
Cc1c(CCCN)c2ccccc2n1Cc1ccccc1,5%
CCOC(=O)N1CCN(C(=S)Nc2ccc(C)cc2C)CC1,-6%
C/C(=N\NC(=O)COc1ccccc1[N+](=O)[O-])c1cccs1,-3%
O=C(N/N=C/c1cc(Cl)cc([N+](=O)[O-])c1O)c1ccccc1NS(=O)(=O)c1cccs1,4%[57.5 µM]
O=C(CSc1nc2ncc(Br)cc2[nH]1)c1cccc([N+](=O)[O-])c1,8%
CC1=C(C)CC(C(=O)NNC(=O)c2csc3c2CCC(C(C)(C)C)C3)C(C(=O)O)C1 (stereo not drawn),0%
Cc1ccc(S(=O)(=O)N(CCCO)CC(O)CON=C2c3ccccc3-c3ccccc32)cc1 (stereo not drawn),?
Cc1ccc(N=C2NC(=O)/C(=C\c3ccco3)S2)cc1,2%
CC(=O)CCn1cnc([N+](=O)[O-])n1,7%
CCOP(=O)(OCC)C(NC(=O)Nc1ccc(C)cc1)C(N)=O (stereo not drawn),-8%[57.5 µM]
CCCCN(C)CCNC(=O)C(NC(=O)C1CCC(C)CC1)C(C)C (stereo not drawn),4%
OCCNCC(O)Cn1c2ccccc2c2ccccc21 (stereo not drawn),13%
O=C(Nc1ccccc1F)Oc1cccc(OC(=O)Nc2ccccc2F)c1,8%[57.5 µM]
O=c1c2nccnc2[nH]c(=S)n1Cc1ccccc1Cl,1%
Cc1nc2cc(C(F)(F)F)ccc2n1C,1%
Cc1c(Cl)cccc1S(=O)(=O)Nc1ccnn1C,0%[57.5 µM]
CC(=O)NC(N(C#N)c1nc(Cl)nc(N(C)C)n1)C(Cl)(Cl)Cl (stereo not drawn),-1%[57.5 µM]
Cc1c(NC(=O)c2ccc(Cl)s2)c(=O)n(-c2ccccc2)n1C,-5%
O=C1CCCN1Cc1ncnn1-c1ccccc1,-11%
O=C1C2=C(S[C@@H]3O[C@H](CO)[C@@H](O)[C@H](O)[C@H]3O2)C(=O)c2ccccc21,7%
N#CC1=C(N)NC(=S)C(C(N)=O)C1c1ccc(Cl)cc1Cl (stereo not drawn),2%
COc1cccc(N(C(=O)Cn2nnc(-c3ccc(C)o3)n2)C(C(=O)NC(C)(C)C)c2cccs2)c1 (stereo not drawn),6%
O=C(N/N=C/c1c(O)ccc2ccccc12)c1ccc[n+](CCO)c1,-6%
O=C(N/N=C/c1ccc([N+](=O)[O-])o1)c1sc2ccccc2c1Cl,-10%[57.5 µM]
COc1ccc(/C=C(\C#N)C(=O)NCc2cccnc2)cc1OC,3%
O=C(CSc1nnc(-c2ccco2)n1Cc1ccccc1)NCc1ccccc1,11%
CN(C)CCCNc1ncnc2c1cnn2-c1ccccc1,-8%[57.5 µM]
CC(=O)c1cccc(NC(=S)NC(=O)c2ccc(Cl)cc2)c1,1%
COc1cccc([C@@H]2Oc3ccc(Br)cc3C(=O)[C@H]2OC(=O)NS(=O)(=O)c2ccc(C)cc2)c1,-3%
CNC(=S)NNc1nc(N2CCOCC2)nc(N2CCOCC2)n1,-4%
CC(C)(C)C1CCC(=NNC(=O)C(=O)NC2CCCCC2)CC1 (stereo not drawn),30%
COc1ccc2c(c1)O[C@@H](c1cccc(C(F)(F)F)c1)[C@H](OC(=O)NCCc1ccc(OC)c(OC)c1)C2=O,-5%&-3%
COc1ccc(-c2nn(-c3ccccc3)cc2/C=N/Nc2ccc(S(N)(=O)=O)cc2[N+](=O)[O-])cc1OC,-3%
COc1ccc(NC(=O)COC(=O)C2CCCCC2)c([N+](=O)[O-])c1,0%
Cc1cccc(NC(=S)NNc2ncc(C(F)(F)F)cc2Cl)c1,-6%
COCC(=O)Nc1ccc2nc3n(c(=O)c2c1)CCCCC3,15%[57.5 µM]
CC(C)N1C(=O)/C(=C\c2nc3ccccc3c(=O)n2-c2ccccc2)c2ccccc21,?
Cc1nc2ccc(NC(=O)c3cccc(S(=O)(=O)N(C)c4ccccc4)c3)cc2s1,?
CCOc1ccc(N/C=C/C(=O)c2ccccc2)c([N+](=O)[O-])c1,?
CCn1cc(C(=O)N2CCc3ccccc3C2)c(=O)c2cc(S(=O)(=O)N3CCCCC3)ccc21,-4%
COc1ccccc1N1CCN(C(=S)Nc2ccc3nc(N4CCOCC4)cc(C)c3c2)CC1,7%
O=[N+]([O-])c1ccc2nc(-c3ccncc3)[nH]c2c1,2%[57.5 µM]
COc1ccc(C2CC3(CC(C)(C)NC(=S)N3)Oc3cc(O)cc(C)c32)cc1 (stereo not drawn),8%
COc1ccccc1Cc1nc(-c2ccncc2)no1,-2%
COCCOC(=O)CSc1ncccc1-c1nc2cc(C)c(C)cc2[nH]1,0%
c1ccc2c(c1)Nc1cc3ccccc3cc1S2,?
Cc1csc(SCC(=O)NC(C)c2ccccc2)n1 (stereo not drawn),-4%
COc1cc(CNc2ccc(C)c(C)c2)cc(OC)c1OC,-12%[57.5 µM]
CCO[C@@H]1OC(C(=O)N2CCN(Cc3ccccc3)CC2)=C[C@H](c2ccc(Br)cc2)[C@H]1CCCO,-7%[57.5 µM]
NS(=O)(=O)c1ccc(N=Nc2c(=O)[nH]n3c(=O)c4c([nH]c23)CCCC4)cc1,-4%
C=CCNC(=S)Nc1sc2c(c1C#N)CCCC2,-13%
O=C(N/N=C/c1ccc([N+](=O)[O-])cc1)c1cc(-c2ccc3c(c2)OCO3)n[nH]1,-3%[57.5 µM]

# (next part)
SMILES,ERK EGF block
CC1=NN(Cc2c(C)nn(Cc3ccccc3)c2C)C(C)(C)C1,5%
O=C(/C=C/Nc1ccc([N+](=O)[O-])cc1)c1ccc(Br)cc1,2%
Cc1ccc(NC(=O)c2ccc(OCC3CCCO3)cc2)cc1 (stereo not drawn),2%
COc1ccc(S(=O)(=O)N2CCC(C(=O)NCc3cccs3)CC2)cc1,4%
Cc1nc(N)sc1C(=O)N1N=N1,11%[57.5 µM]
COc1ccc(C(=O)OCC(=O)NC(=O)NC2CCCC2)c(O)c1,4%
CCCn1nnnc1NCc1ccc(Cl)cc1Cl,0%[57.5 µM]
O=C(NCC(=O)N(Cc1cccs1)C(C(=O)NC1CCCCC1)c1ccco1)c1cccs1 (stereo not drawn),4%
O=C(CN1C(=O)S/C(=C/c2cc(Br)cs2)C1=O)N1CCOCC1,9%
c1ccc2c(C3=NNC(=NC4CCCCC4)SC3)c[nH]c2c1,-1%
CCc1nnc(NS(=O)(=O)c2ccc(NC(=S)NC(=O)/C=C/c3ccc([N+](=O)[O-])cc3)cc2)s1,-5%[57.5 µM]
C/C(=N\O)C(=O)Nc1ccccc1,11%[57.5 µM]
COC(=O)c1c(NC(NC(C)=O)C(Cl)(Cl)Cl)sc2c1CCCC2 (stereo not drawn),4%
COc1ccc(S(=O)(=O)N2CCCC2c2cccs2)cc1 (stereo not drawn),-1%[57.5 µM]
CN(CCc1ccc(Cl)c(Cl)c1)CCN1CCCC1,-3%
Cn1cc(CCNC(=O)CC2C(=O)NCCN2Cc2cccc(Oc3ccccc3)c2)cn1 (stereo not drawn),-4%
COCCn1c(SCC(=O)Nc2ccc(C)cc2C)nc2c(oc3ccccc32)c1=O,7%
O=C(CSc1ccc2nnc(CCNC(=O)c3ccccc3)n2n1)Nc1ccccc1,-16%
CC1CN(CC(=O)Nc2cc(S(=O)(=O)N3CCCC3)ccc2Cl)CC(C)O1 (stereo not drawn),-2%
COc1cc(C(=O)Nc2nc(C)cc(C)n2)cc(OC)c1OC,10%[57.5 µM]

# Bioassay records: PubChem BioAssay, National Center for Advancing Translational Sciences (NCATS)

# This is a subset; the hit share may differ from the screen's.
